# Compound activity: PubChem BioAssay, National Center for Advancing Translational Sciences (NCATS)
# PI4K2A inh – inhibitors of human PI4K2A; purified PI4K2A, ADP-Glo luminescence, 1 h; hits give low values; hit rate 0.13% among 420,000; Q9BTU6; activity change, negative = inhibition, % at 76.9 µM; in the data active = activity change below about -50%; inconclusive = mostly about -30% to -49%;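 also: -100% = wells without enzyme as full effect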
# Target sequence (Q9BTU6 whole entry, looked up): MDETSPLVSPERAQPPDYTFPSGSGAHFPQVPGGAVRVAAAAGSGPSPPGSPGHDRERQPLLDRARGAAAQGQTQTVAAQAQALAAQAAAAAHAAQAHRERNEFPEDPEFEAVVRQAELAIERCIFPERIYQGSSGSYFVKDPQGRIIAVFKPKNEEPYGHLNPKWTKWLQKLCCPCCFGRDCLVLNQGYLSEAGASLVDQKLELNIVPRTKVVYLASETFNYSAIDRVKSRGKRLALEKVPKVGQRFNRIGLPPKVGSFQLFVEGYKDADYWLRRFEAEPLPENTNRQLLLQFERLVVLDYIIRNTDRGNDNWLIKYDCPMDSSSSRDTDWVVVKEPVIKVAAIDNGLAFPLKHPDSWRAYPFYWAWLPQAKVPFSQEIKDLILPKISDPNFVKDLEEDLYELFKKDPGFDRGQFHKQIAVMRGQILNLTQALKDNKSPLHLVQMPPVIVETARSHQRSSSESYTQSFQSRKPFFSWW
#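 In this quantitative HTS, ADP production by PI4K2A was quantified luminescently after 1 h at ambient temperature; 100 microM adenosine served as plate-quality control.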
# Pol eta inh – blocks human DNA polymerase eta activity; recombinant Pol eta, fluorescent DNA replication assay; Potency, µM (doses to about 114 µM), for inactives: at the top dose activity change, negative = inhibition, usual class: inhibitors; hit rate 1.2% among 390,000; AID 588591; also: potency is read from the fitted curve at half-maximal effect; % is scaled to controls: 0 for no effect and ±100 for the full control effect
#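 Pol eta at 10 nM preincubated with compounds 15 min at room temperature; reaction started with fluorescent substrate (50 nM final) and read kinetically at 0 and 10 min.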
# BAZ2B inh – blocks human BAZ2B; Potency, µM (highest dose often 114 µM), inactives show at the highest dose activity change, negative = inhibition, usual class: inhibitors; hit rate 4.4% among 360,000; AlphaScreen BAZ2B-H3K14Ac peptide displacement; AID 504333; also: potency is read from the fitted curve at half-maximal effect; % is scaled to controls: 0 for no effect and ±100 for the full control effect; nearly all actives have a fitted effect of over 60% in size
#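 Protein-peptide AlphaScreen: BAZ2B 50 nM, b-H3K14Ac 50 nM, 1x PBS pH 7.4 + 0.01% Tween-20. Preincubation 30 min RT; cpd 30 min RT (top 110 uM); beads 20 min RT, light-protected.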
# G9a inh – G9a (human) methyltransferase inhibition. AID 504332. Q96KQ7. Potency, µM (highest dose often 102 µM), for inactives: top-dose activity, negative = inhibition, hits mostly inhibitors. hit rate 8.8% among 350,000. G9a H3K9 monomethylation, AlphaScreen, 2 h; also: potency is read from the fitted curve at half-maximal effect; % is scaled to controls: 0 for no effect and ±100 for the full control effect; nearly all actives have a fitted effect of over 75% in size
# Target sequence (Q96KQ7 913-1193 limits assumed): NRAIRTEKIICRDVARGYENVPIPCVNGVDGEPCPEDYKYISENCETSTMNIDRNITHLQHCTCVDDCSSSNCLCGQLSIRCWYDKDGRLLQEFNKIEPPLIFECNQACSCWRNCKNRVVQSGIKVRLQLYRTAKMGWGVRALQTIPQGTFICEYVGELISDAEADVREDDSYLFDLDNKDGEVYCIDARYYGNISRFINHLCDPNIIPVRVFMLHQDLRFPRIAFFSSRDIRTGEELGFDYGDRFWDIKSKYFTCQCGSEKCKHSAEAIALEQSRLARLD
#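 G9a (20 nM) preincubated 15 min RT with compounds, then 500 nM biotinylated H3K9 peptide and 20 uM SAM added; 2 h RT reaction. Monomethyl-H3K9 product detected by AlphaScreen with anti-H3K9me1 antibody, streptavidin donor and anti-rabbit IgG acceptor beads.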
# Pin1 inhibitor – human Pin1 inhibition. Q13526. Pin1 FP peptide displacement, HiFluor488, 10 min. hit rate 0.009% among 390,000. Potency, µM (highest dose often 115 µM), inactives show at the top dose activity, negative = inhibition, actives largely listed as inhibitors; active = well fitted inhibition curve with a large enough effect in the polarisation, with a control signal flat, not every such curve was filed as active; inconclusive = small, poorly fitted or top-dose-only effect, or effect the other way, or a change in a side signal; inactive = no such curve, though single readings can be large or run the other way; the % refers to the polarisation; also: potency is read from the fitted curve at half-maximal effect; % is scaled to controls: 0 for no effect and ±100 for the full control effect
# HP1b binding inh – blocks HP1-beta chromodomain binding to methylated histone tails | AlphaScreen HP1-beta / biotin-H3K9me3 peptide binding | P83916 | AID 540317 | hit rate 0.56% among 390,000 | Potency, µM (top dose mostly 114 µM), without a hit: at the top dose activity change, negative = inhibition, hits mostly inhibitors; also: potency is read from the fitted curve at half-maximal effect; nearly all actives have a fitted effect of over 70% in size; inactives centre near 23
# Target sequence (P83916 whole entry, looked up): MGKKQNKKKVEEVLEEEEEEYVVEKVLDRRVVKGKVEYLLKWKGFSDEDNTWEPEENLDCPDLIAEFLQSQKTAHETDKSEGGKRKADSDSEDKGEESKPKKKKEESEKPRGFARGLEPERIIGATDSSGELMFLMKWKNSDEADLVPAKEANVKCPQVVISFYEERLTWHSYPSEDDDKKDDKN
#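 Compound inhibition of the preformed complex between 50 nM HP1-beta and 50 nM biotinylated H3K9me3 peptide was read by AlphaScreen. Buffer was PBS pH 7.4 with 0.01% Tween-20. Incubations ran 30 min at room temperature, with 10 ug/mL donor/acceptor beads.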
# PGK inhibitor – T. brucei PGK inhibition; P07378; PGK/GAPDH coupled, Kinase-Glo luminescence, 60 min; Potency, µM (titrated, usually from 57.5 µM), for inactives: at the top dose activity change, negative = inhibition, most hits filed as inhibitors; hit rate 0.043% among 380,000; AID 602233; also: potency is read from the fitted curve at half-maximal effect; % is scaled to controls: 0 for no effect and ±100 for the full control effect; nearly all actives have a fitted effect of over 60% in size
#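 Luminescent ATP detection (Kinase-Glo Plus) follows a 60-minute room-temperature incubation, with wells lacking PGK as controls. Buffer: 100 mM TEA (pH 7.6), 5 mM MgCl2, 0.01% Tween-20. Coupling enzyme GAPDH (100 nM final) supplies unstable 1,3-BPG in-well.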
# JMJD2A Tudor inh – inhibitors of human JMJD2A Tudor domain; O75164; AlphaScreen JMJD2A-Tudor / H3K4me3 peptide binding; Potency, µM (top dose mostly 114 µM), for the others: top-dose activity change, negative = inhibition, usual class: inhibitors; hit rate 4.4% among 390,000; also: potency is read from the fitted curve at half-maximal effect; % is scaled to controls: 0 for no effect and ±100 for the full control effect; nearly all actives have a fitted effect of over 50% in size
# GLS inh – blocks human kidney-isoform glutaminase activity; AID 624170; hit rate 0.21% among 410,000; O94925; GLS enzymatic activity, qHTS titration; Potency, µM (series often up to 45.5 µM), for the others: top-dose activity change, negative = inhibition, usual class: inhibitors; also: potency is read from the fitted curve at half-maximal effect; % is scaled to controls: 0 for no effect and ±100 for the full control effect
#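 hKGA in 45 mM KH2PO4 pH 8.2, 0.02% Tween-20 with pin-transferred compounds; 1 mM L-glutamine (stock) plus glutamate oxidase/HRP/Amplex Red coupling added. Fluorescence read initially and after 30 min at RT.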
# The depositor's hits bear a star; i = inactive; ? = inconclusive; nt = no result given; & = joins results of further samples; [ ] = dose if it differs, or a comment. Unless noted, calls follow the shape of the dose curve; as a rule, active = well fitted curve in the direction sought with a large enough effect; inconclusive = small, poorly fitted or top-dose-only effect, or another doubt; inactive = no such curve, though single readings can be large; an effect the other way counts as inactive or inconclusive. Some of the compounds tested; count on the stated rates, not on these rows.
# Sample of the layout:
item | structure | JMJD2A Tudor inh | HP1b binding inh | Pin1 inhibitor | GLS inh | PGK inhibitor | BAZ2B inh | PI4K2A inh | Pol eta inh | G9a inh
1 | C/C(=N\NC(=O)CSc1ncccn1)c1ccc2c(c1)OCCO2 | -16% | 24% | 1% | -9% | -1% | -7% | -3 | -2% | 1%
2 | COc1ccc2[nH]c(C)c(C(=O)CN3CCN(C(=O)c4ccco4)CC3)c2c1 | -17% | 16% | -10% | -5% | i | 1% | 10 | -16% | 50µM*

# The list itself, previewed entries included:
item | structure | JMJD2A Tudor inh | HP1b binding inh | Pin1 inhibitor | GLS inh | PGK inhibitor | BAZ2B inh | PI4K2A inh | Pol eta inh | G9a inh
1 | C/C(=N\NC(=O)CSc1ncccn1)c1ccc2c(c1)OCCO2 | -16% | 24% | 1% | -9% | -1% | -7% | -3 | -2% | 1%
2 | COc1ccc2[nH]c(C)c(C(=O)CN3CCN(C(=O)c4ccco4)CC3)c2c1 | -17% | 16% | -10% | -5% | i | 1% | 10 | -16% | 50µM*
3 | CC(=O)Nc1ccc(NC(=O)c2ccccc2N(C)S(=O)(=O)c2ccc(C)cc2)cc1 | -12% | 29% | -1% | 4% | -4% | -6% | 1 | -10% | 1%
4 | O=C(N/N=C/c1ccc(-n2ccnc2)cc1)c1cccs1 | -23% | 22% | 2% | 5% | -2% | -17% | -3 | 1% | 75%[activator]
5 | CCOC(=O)c1c(C)[nH]c(C)c1S(=O)(=O)N1CCC(C(=O)N2CCN(c3cccc(C)c3C)CC2)CC1 | -35% | 8% | -2% | 7% | -4% | -33% | 3 | -23% | -34%[59 µM]
6 | Cn1nc(C(=O)N2CCCC2)c2ccccc2c1=O | -14% | 8% | 1% | -2% | -3% | 4% | 1 | -4% | -5%[59 µM]
7 | O=c1c2ccccc2nc(SCc2cccc(F)c2)n1Cc1ccco1 | -1% | 73% | -5% | -7% | i | 10% | 1 | 0% | 29%[12.7 µM]
8 | CCCN(CC1CC1)C(=S)NC(=O)c1cc(Br)ccc1Cl | -24% | 49% | 3% | 14% | -1% | -19% | -3 | -8% | -44%
9 | CCOC(=O)C1=NN(c2cccc(Cl)c2)C2=NC(C)=C(C(=O)OC)C(c3cccs3)N12 (centres undefined) | -28% | 31%[activator] | 10% | nt | -1% | -3% | -1 | -4% | 12%[59 µM]
10 | C/C(Cc1ccccc1)=N\NC(=O)CNC(=O)c1ccc(C(C)(C)C)cc1 | -13% | 15% | 3% | 0% | 6% | -5% | -3 | -13% | 15%
11 | CCC(=O)N=c1sc2c(OC)ccc(OC)c2n1C | -7% | 42%[activator] | -2% | 7% | 5% | nt | 2 | -15% | nt
12 | CCOC(=O)CSc1ccc(C(=O)NCCCN2CCOCC2)cc1[N+](=O)[O-] | -16% | 18% | -10% | 2% | nt | -4% | 0 | -9% | ?
13 | CCCCC(=O)NC(c1ccccc1Cl)c1ccc2cccnc2c1O (centres undefined) | -14% | 52%[activator] | 4% | 1% | 9% | 9% | -1 | -2% | nt
14 | Nc1nc2ccccc2n1Cc1ccc(Cl)c(Cl)c1 | -19% | 35% | 6% | 9% | 11% | -4% | 6 | -13% | nt
15 | CCOCCCNC(=O)c1c[nH]c2cc(OC)ccc2c1=O | -10% | 52%[activator] | -4% | -3% | -2% | 2% | 3 | -17% | 11%[0.501 µM]
16 | CCc1cc(=O)oc2c(C)c(O[C@@H]3O[C@H](CO)[C@@H](O)[C@H](O)[C@H]3O)ccc12 | 5% | 42% | -2% | -25% | ? | 5% | 7 | -13% | 0%
17 | CN(C)/C=C1\SC(=S)N(N2C(=O)C3C4C=CC(C4)C3C2=O)C1=O (centres undefined) | -20% | 14% | 19% | -1% | -3% | -24% | -16 | -3% | 4%
18 | COc1cc(Cc2cc(N)nc(N)n2)cc(OC)c1OC | -6% | 10% | -4% | -1% | -5% | -2% | -2 | -16% | 2%
19 | O=c1n(Cc2cccc(F)c2)c2ccccc2c2nc(-c3ccccc3)nn12 | -12% | 30% | -6% | -9% | 2% | -1% | -9 | -10% | 8%[59 µM]
20 | CCN(CC)c1ccc(NC(=O)CSc2nc3ccccc3c(=O)n2-c2cc(S(=O)(=O)N(C)C)ccc2C)cc1 | ? | -15% | 1% | 4% | -4% | ? | -1 | -5% | ?
21 | CCN(CC(=O)Nc1c(F)cccc1F)C(=O)CCNC(=O)c1ccc([N+](=O)[O-])cc1 | 3% | 33% | -4% | -6% | -7% | -5% | -2 | -7% | -45%[2.33 µM]
22 | COc1ccc(C(=O)N(CCCO)Cc2cc3c(C)ccc(C)c3[nH]c2=O)cc1OC | -3% | 13% | -2% | -4% | -2% | 8% | 0 | -16% | -15%[59 µM]
23 | O=C(COc1c(Cl)cccc1Cl)Nc1ccccc1N1CCCC1 | ? | -7% | 3% | 18% | 1% | ? | 8 | -18% | nt
24 | CCCCC(=O)N/N=C/c1sccc1C | -10% | 34% | 0% | -2% | -7% | 8% | 2 | -8% | 25%[59 µM]
25 | Cc1csc(NC(=O)c2cc(-c3ccco3)nc3ccccc23)n1 | ? | ? | ? | ? | -8% | ? | ? | 25µM* | -24%[59 µM]
26 | COc1ccc(C2=NOC(C(=O)NCc3cccs3)C2)cc1 (centres undefined) | 6% | 22% | -9% | 5% | i | 6% | 9 | 0% | -14%
27 | O=C(Nc1ccc2c(c1)OCO2)c1ccc(N2CCCC2)c([N+](=O)[O-])c1 | ? | ? | 0% | 2% | -10% | 35µM* | -8 | -24% | 10µM*
28 | Cc1ccc(NS(=O)(=O)c2ccc3c(c2)CCC(=O)N3)cc1 | -3%&-16% | 38% | -1%&2% | 16%&1% | 0% | -2% | -2&-1 | 4% | -2%[12.7 µM]
29 | Fc1ccc(Nc2nc(N3CCOCC3)nc(N3CCOCC3)n2)cc1 | ? | 33% | 0% | 6% | -10% | ? | -4 | 9% | 45µM*
30 | COc1ccc(Cl)cc1-c1n[nH]c(=S)n1C1CCCCC1 | 35µM* | 15% | 0% | 4µM* | 6% | -20% | 0 | -1% | 1.4µM*
31 | O=C(O)CCC(=O)N1N=C(c2c(-c3ccccc3)c3cc(Cl)ccc3[nH]c2=O)CC1c1cccs1 (centres undefined) | -10% | 28% | 2% | 21% | 6% | -7% | 0 | -5% | 14%[59 µM]
32 | CC(C)NC(=S)Nc1ccc2cn[nH]c2c1 | -1% | 37% | 0% | 15% | i | -7% | 2 | -23% | -4%[59 µM]
33 | COc1ccc(NC(=O)c2cc(SC)ccc2Cl)cc1 | -1% | 47%[activator] | -4% | -4% | -5% | -5% | 3 | -12% | 15%[59 µM]
34 | CCOC(=O)c1ccc(NC(=O)C2CC(=O)NC(=Nc3ccc(C)c(C)c3)S2)cc1 (centres undefined) | -20% | 52%[activator] | ? | -8% | -3% | -1% | 5 | ? | -68%[59 µM]
35 | O=C(c1cc(-c2ccccc2)on1)N1CCN(Cc2ccc3c(c2)OCO3)CC1 | ? | 11% | 4% | 6% | nt | -38% | -8 | -2% | 24%[59 µM]
36 | CCOC(=O)/C=c1\s/c(=C\c2ccc(C#N)cc2)c(=O)n1CC(=O)Nc1cccc(C)c1C | -4% | 54%[activator] | 17% | -2% | -1% | 8% | 1 | -19% | nt
37 | CC(C)(C)C(=O)NCCN1CCN(C(=O)C(C)(C)C)CC1 | -2% | 69%[activator] | 0% | 0% | -7% | 13% | 0 | -1% | 2%[59 µM]
38 | O=[N+]([O-])c1ccc(/C=N/N2CCN(Cc3ccccc3)CC2)cc1 | 45µM* | ? | 5% | 1% | -6% | 13µM* | -2 | -5% | 50µM*
39 | O=[N+]([O-])c1ccc(CN2CCCCCC2)cc1 | -13% | 38% | -8% | -5% | -8% | -2% | 2 | -21% | ?
40 | CCOC(=O)c1cnn(CCOC(=O)Cc2cccs2)c1NC(=O)Cc1cccs1 | -7% | 21% | 8% | 0% | -12% | 3% | -2 | -7% | -9%[59 µM]
41 | O=C(CSc1ccc([N+](=O)[O-])cn1)Nc1ccc2c(c1)OCCO2 | -23% | 20% | 0% | 4% | 1% | ? | -2 | -5% | ?
42 | Cc1ccc(C)c(CN2CCNC2=O)c1 | -12% | 23% | -1% | -4% | -2% | -33% | -1 | -12% | ?
43 | CCC(C)(NC(=O)c1ccccc1)C(=O)O (centres undefined) | -3% | 28% | -1% | -1% | i | -2% | 2 | -12% | -3%
44 | CN(C(=O)CSc1n[nH]c(=O)[nH]c1=O)c1ccccc1 | -12% | 33% | ? | 7% | 3% | nt | 0 | -4% | nt

# Compound profiles, as listed above. Order of screens: JMJD2A Tudor inh	HP1b binding inh	Pin1 inhibitor	GLS inh	PGK inhibitor	BAZ2B inh	PI4K2A inh	Pol eta inh	G9a inh
# Shown for CC(C)(C)C(=O)NCCN1CCN(C(=O)C(C)(C)C)CC1 : -2%	69%[activator]	0%	0%	-7%	13%	0	-1%	2%[59 µM]
# Shown for COc1ccc(NC(=O)c2cc(SC)ccc2Cl)cc1 : -1%	47%[activator]	-4%	-4%	-5%	-5%	3	-12%	15%[59 µM]
# Shown for CCOC(=O)c1ccc(NC(=O)C2CC(=O)NC(=Nc3ccc(C)c(C)c3)S2)cc1 (centres undefined) : -20%	52%[activator]	?	-8%	-3%	-1%	5	?	-68%[59 µM]
# Shown for O=C(CSc1ccc([N+](=O)[O-])cn1)Nc1ccc2c(c1)OCCO2 : -23%	20%	0%	4%	1%	?	-2	-5%	?
